Growth percent in the NCI-60 one-dose screen (48 h, 10 µM unless noted): 100 = growth as untreated, 0 = no growth, -100 = all killed.
SNB-75: SNB-75 CNS cancer; 5% of 79,000 active; AID 1794750
SF-295: SF-295 CNS cancer cells | 5.6% of 79,000 active | AID 1794758
NCI-H23: NCI-H23 lung cancer. 4% of 80,000 active
SNB-19: SNB-19 CNS cancer cells. 2.5% of 81,000 active. AID 1794751
SF-539: SF-539 CNS cancer. 6.8% of 81,000 active
SF-268: SF-268 CNS cancer cells | 3.1% of 82,000 active
U251: U251 CNS tumor cells; 5.4% of 80,000 active
A498: A498 renal cancer cells | 5.4% of 76,000 active
CAKI-1: CAKI-1 renal cancer | 4.7% of 75,000 active | AID 1794772
Active calls of the source: *; . = not tested or not shown; & = joins results of further samples; [ ] = another dose, or the depositor's remark. Rule for the calls: active = growth percent below 10; inactive = the rest.

SMILES	SNB-75	SF-295	NCI-H23	SNB-19	SF-539	SF-268	U251	A498	CAKI-1
Cc1cc(C)n(C(=O)CSc2ncnc3c2c(-c2ccccc2)c(-c2ccccc2)n3-c2cccc(Cl)c2)n1	.	92	81	101	89	98	97	115	69
c1ccc2c(c1)[nH]c1ccccc12	105	101	96	103	102	99	98	.	110
CCOC(=O)CCNCc1ccccc1	96	111	106	99	91	.	104	.	.
COc1ccc(S(=O)(=O)NCCCNc2nccc(-c3[nH]c(-c4ccccc4)nc3-c3ccc(Cl)c(OC)c3)n2)cc1	89	44	79	74	78	68	62	72	48
COc1cc(-c2nc(SCC(=O)Nc3ccc(C(C)=O)cc3)[nH]c(=O)c2C#N)cc(OC)c1OC	38	3.4*	38	58	-23*	27	16	18	62
COc1ccc(/C=N/Nc2ncnc3c2c(C)nn3-c2ccc(Cl)cc2)cc1	99	112	100	113	113	109	99	91	95
Cc1nc(Cl)cc(N(c2cc(Cl)nc(C)n2)c2ncc(C(=O)Nc3c(C)cccc3Cl)s2)n1	-30*	50	78	73	39	47	55	36	4.0*
CCOC(=O)CSc1cc(Cl)c(C)cc1S(=O)(=O)Nc1nn(-c2ccc(C)cc2)c(=O)[nH]1	82	156	91	108	114	100	92	110	.
CCc1ccc(C2=C(O)C(=O)C(c3ccccc3)=C(O)C2=O)cc1	109	119	98	.	101	88	112	119	77
O=C(CC(=O)Nc1ccc(Oc2ncnc3scc(Nc4n[nH]c(=S)s4)c23)cc1)Nc1ccc(Cl)cc1	88	100	.	88	92	85	90	108	63
Cc1nc(=O)c2c3ccc(O)cc3sc2n1Cc1ccccc1	89	102	102	97	92	97	99	100	87
COc1ccc(-c2nc3ccccc3c(=O)n2Cc2ccco2)cc1COc1ccc(NC(C)=O)cc1	56[3 µM]	42[3 µM]	86[3 µM]	61[3 µM]	61[3 µM]	67[3 µM]	37[3 µM]	72[3 µM]	76[3 µM]
COc1ccc(C(=O)N2C(=O)CCC2=O)cc1	113	100	103	101	102	98	99	90	.
COc1ccc(C(=O)Cn2c(C(=O)c3ccccc3)nc3ccccc32)cc1	-8.3*	12	28	55	15	53	25	47	24
CC(C)c1ccc2c(N)c(C(=O)Nc3cccc(C(F)(F)F)c3)sc2n1	129	65	90	87	67	94	71	143	74
Cc1cc(O)c2c(c1)C(=O)c1c(Br)c(O)c(Br)c(O)c1C2=O	69	59	72	83	68	68	63	40	56
COC(=O)[C@@H]1CCCN1C(=O)COc1cc(O)c2c(=O)cc(-c3ccccc3)oc2c1	105	103	95	94	92	86	84	117	99
CC(C)(C)c1cc(/C=C2\SC(=NCCCO)NC2=O)cc(C(C)(C)C)c1O	110	90	82	95	77	90	89	.	61
COc1ccc(OC)c(CCn2cncc2-c2c[nH]c3ccccc23)c1	3.3*	72	56	85	89	71	88	62	67
O=C(O)c1cscc1-c1cccc2ccccc12	95	98	104	101	100	102	100	111	98
Cc1ccc(-n2c(-c3csc(N)n3)n[nH]c2=S)cc1	97	99	101	101	104	101	106	109	93
Cc1ccc[n+](CC(=O)c2ccc(-c3ccccc3)cc2)c1	85	85	87	104	92	98	91	105	.
Cc1ccc(C(F)(F)F)cc1N1CCN(C(=O)[C@@H]2C[C@@H]2c2ccc(S(F)(F)(F)(F)F)cc2)CC1	81	92	89	87	96	92	92	74	66
O=C(CSc1nccc(=O)[nH]1)Nc1ccc(-c2nc3ccc([N+](=O)[O-])cc3[nH]2)cc1	131	62	.	104	79	84	101	128	103
Cc1ccc2nc(-c3cccc(Cl)c3)oc(=O)c2c1	101	104	93	102	.	125	103	90	110
Next section.
SMILES	SNB-75	SF-295	NCI-H23	SNB-19	SF-539	SF-268	U251	A498	CAKI-1
COc1cc2ncnc(Nc3ccc(S(=O)(=O)Nc4cc(C)on4)cc3)c2cc1OCCCN1CCOCC1	91	98	100	101	99	98	95	104	98
CCOC(=O)C(NC(C)=O)/C(C)=N\Nc1ccccc1 (stereo not given)	83	101	89	103	111	98	97	87	97
Cc1nnc(/N=C2\NC(=O)/C(=C/c3ccsc3)S2)s1	74	86	90	100	100	85	95	88	.
C/C(=N\O)C(=O)Nc1ccccc1	83	99	98	96	102	98	96	76	93
CC(=O)Oc1c(Br)cc2c(sc3[nH]c(=O)[nH]c(=O)c32)c1Br	90	107	99	96	104	94	97	36	88
C=CCOc1c(Cl)cccc1Cl	111	132	102	109	107	99	99	91	98
CCOC(=O)C1=C(C(=O)c2ccc(OC)cc2)C(c2ccc(Cl)cc2Cl)C(C(=O)c2ccc(OC)cc2)=C(C(=O)OCC)N1	111	92	94	.	94	101	113	84	84
CC(=O)Nc1cccc(-n2c(COc3ccc(I)cc3)nc3ccccc32)c1	93&58	101&79	106&84	103&93	107&85	99&81	105&82	136&114	105&57
COc1cc(/C=C/C(=O)c2ccc(NC(=O)CSc3nnc(-c4cc(OC)c(OC)c(OC)c4)n3-c3ccccc3)cc2)cc(OC)c1OC	45	18	-3.6*	36	19	34	-8.7*	-12*	.
O=C(/C=C/c1ccccc1)OCCc1ccccc1	99	100	97	101	102	104	100	.	98
CS(=O)(=O)c1ccc(-n2nc(-c3ccc(-c4ccccc4)cc3)c3ccccc3c2=O)cc1	89	97	.	.	100	106	104	122	100
CCOC(=O)C(Nc1cccc(Cl)c1)C(=O)OCC	96	.	105	104	97	116	101	99	.
O=C(NCCc1ccccc1)c1[nH]c2ccccc2c1Cl	79	82	84	99	103	93	93	81	78
[2H]C([2H])([2H])Oc1ccc(/C=C/C(=O)/C=C(/C=C/c2ccc(OC([2H])([2H])[2H])c(OC([2H])([2H])[2H])c2OC([2H])([2H])[2H])OB(F)F)c(OC([2H])([2H])[2H])c1OC([2H])([2H])[2H]	57	97	59	83	78	89	48	107	49
Nc1nn(C(=O)c2cccnc2)cc1-c1ccc(Cl)cc1	95	92	89	91	94	122	96	102	89
CC1(C)CC[C@]2(C(=O)Nc3ccc(F)cc3)CC[C@]3(C)C(=CCC4[C@@]5(C)C[C@@H](O)[C@H](O)[C@@](C)(CO)C5CC[C@]43C)C2C1 (stereo not given in full)	82	26	50	.	50	53	38	30	43
COc1ccccc1NC(=O)c1cccc(C2CC(=O)c3c(cc(OC)c(OC)c3OC)O2)c1 (stereo not given)	78	90	97	95	96	81	95	66	87
COc1ccc(NC(=O)c2sc3nc(C)c(C(C)O)cc3c2N)cc1 (stereo not given)	103	93	94	102	102	97	102	95	.
Nc1nc2ncc(CCNc3ccc(C(=O)NC(CCC(=O)O)C(=O)O)cc3)nc2c(=O)[nH]1 (stereo not given)	81	113	43	111	94	110	100	96	114
c1ccc2c(c1)Nc1cc3ccccc3cc1S2	98	125	97	.	92	97	100	112	55
C=C(CBr)[C@@H]1CC[C@]2(C(=O)OC)CC[C@]3(C)[C@H](CC[C@@H]4[C@@]5(C)CCC(=O)C(C)(C)[C@@H]5CC[C@]43C)[C@@H]12	74	97	97	94	91	89	89	104	63
C#CCn1cccc1CNC1CCCCC1	110	107	99	101	96	99	98	100	90
CCOC(=O)c1nnn(Cc2cc(=O)oc3ccc(Cl)cc23)c1C	97	96	106	97	101	99	98	98	96
CC1(CO)COC(c2ccc(Cl)cc2)N1 (stereo not given)	100	106	98	98	98	105	96	97	99
CC(=O)NC(Cc1cnc[nH]1)C(=O)O (stereo not given)	82	.	110	107	101	105	103	109	94

As a working copy, some entries already given.
SMILES	SNB-75	SF-295	NCI-H23	SNB-19	SF-539	SF-268	U251	A498	CAKI-1
CC1(C)CC[C@]2(C(=O)Nc3ccc(F)cc3)CC[C@]3(C)C(=CCC4[C@@]5(C)C[C@@H](O)[C@H](O)[C@@](C)(CO)C5CC[C@]43C)C2C1 (stereo not given in full)	82	26	50	.	50	53	38	30	43
COc1ccccc1NC(=O)c1cccc(C2CC(=O)c3c(cc(OC)c(OC)c3OC)O2)c1 (stereo not given)	78	90	97	95	96	81	95	66	87
COc1ccc(NC(=O)c2sc3nc(C)c(C(C)O)cc3c2N)cc1 (stereo not given)	103	93	94	102	102	97	102	95	.
Nc1nc2ncc(CCNc3ccc(C(=O)NC(CCC(=O)O)C(=O)O)cc3)nc2c(=O)[nH]1 (stereo not given)	81	113	43	111	94	110	100	96	114
c1ccc2c(c1)Nc1cc3ccccc3cc1S2	98	125	97	.	92	97	100	112	55
C=C(CBr)[C@@H]1CC[C@]2(C(=O)OC)CC[C@]3(C)[C@H](CC[C@@H]4[C@@]5(C)CCC(=O)C(C)(C)[C@@H]5CC[C@]43C)[C@@H]12	74	97	97	94	91	89	89	104	63
C#CCn1cccc1CNC1CCCCC1	110	107	99	101	96	99	98	100	90
CCOC(=O)c1nnn(Cc2cc(=O)oc3ccc(Cl)cc23)c1C	97	96	106	97	101	99	98	98	96
CC1(CO)COC(c2ccc(Cl)cc2)N1 (stereo not given)	100	106	98	98	98	105	96	97	99
CC(=O)NC(Cc1cnc[nH]1)C(=O)O (stereo not given)	82	.	110	107	101	105	103	109	94

New compounds follow.
SMILES	SNB-75	SF-295	NCI-H23	SNB-19	SF-539	SF-268	U251	A498	CAKI-1
c1ccc2cc(-c3ccnc(N4CCNCC4)n3)ccc2c1	72	93	84	84	77	87	74	71	83
CC(C)CN(CC(C)C)c1nn[nH]n1	95	90	101	97	103	109	104	112	91
O=C(CN1CCN(c2cc3c(cc2F)c(=O)c(C(=O)N/N=C/c2ccc(Br)cc2)cn3C2CC2)CC1)N/N=C\c1ccc(Br)cc1	.	107	101	96	88	80	96	74	88
Cc1ccc(N2C(=O)CC(Sc3ccccc3N)C2=O)cc1 (stereo not given)	107	105	94	102	107	92	98	67	82
CCc1ccc(OCc2ccccc2C(=O)Nc2ccc3nc(C)cc(N)c3c2)cc1	-95*	-92*	-73*	-81*	-98*	-83*	-91*	-94*	.
Nc1ccc(CC(=S)N2CCOCC2)cc1	93	100	107	108	102	106	99	111	90
Cc1ccc(/C=N/NC(=O)Nc2[nH]c3ccc(S(N)(=O)=O)cc3c2-c2ccccc2)cc1	95	103	97	95	95	92	97	118	91
O=C1/C=C/[C@@H](O)[C@@H]2C[C@@H](O)C[C@H]2/C=C/CCC[C@@H](C(F)(F)F)O1	61	97	81	97	105	94	.	85	98
COC(=O)[C@]1(C)N[C@H](c2cn(-c3ccccc3)nc2-c2ccccc2)[C@@H]2C(=O)N(c3ccc(OC)cc3)C(=O)[C@@H]21	97	104	102	105	.	98	102	108	103
CCCCC[C@H](O)C/C=C1/C(=O)C=C[C@@H]1C/C=C\CCCC(=O)OC	97	82	68	60	91	35	45	98	60
O=[N+]([O-])c1ccc(/C=C/c2ccc([N+](=O)[O-])cc2)cc1	97	.	99	102	95	105	89	88	.
O=C1/C(=C/c2ccc(Cl)cc2)N=C2SCN(c3ccc(F)cc3)CN12	75	.	102	98	111	100	.	105	84
c1ccc(Nc2nnc(Nc3ccccc3)s2)cc1	112	102	90	118	101	95	116	112	87
O=C(CN1CCOCC1)N1CCOCC1	104&106	104&113	104&110	105&103	101&111	115&108	107&107	108	88&105
COc1ccc(/C=C(/C#N)n2nnc3cccc(F)c32)cc1	-43*	16	15	25	-39*	28	14	-7.9*	23
O=C1N(Cc2cc(F)cc(F)c2)c2ccccc2S(=O)(=O)N1c1cccnc1Cl	116	100	107	105	108	105	93	101	93
O=C(NC1CCC(CN2CCOCC2)CC1)C1CCC2NOC(C3CCCCC3)C2C1 (stereo not given)	97	95	94	96	97	97	92	94	82
Clc1ccccc1Cn1cc(CSc2nc3ccccc3s2)nn1	101	103	95	94	99	94	101	95	89
C=C(C)[C@@H]1CC[C@]2(C(=O)O)CC[C@]3(C)[C@H](CC[C@@H]4[C@@]5(C)C[C@@H](Cc6cn(C7OC(CO)C(O)C(O)C7O)nn6)[C@H](O)C(C)(C)[C@@H]5CC[C@]43C)[C@@H]12 (stereo not given in full)	95	109	103	103	110	104	97	105	.
CC(C)Sc1ncnc2[nH]ncc12	91	123	98	101	98	102	112	104	98
O=C1Nc2ccccc2/C1=C/c1nc2ccccc2c(=O)[nH]1	89	101	76	96	94	95	96	102	84
C[S+](C)Cc1ccc(C(=O)Oc2ccc([N+](=O)[O-])cc2)cc1	90	109	109	98	98	106	97	99	109
Cc1cc(=O)oc2cc(OCCN(C(C)C)C(C)C)ccc12	93	124	117	110	104	120	108	110	113
CCC(=O)c1c(C(=O)OC)c(C(=O)OC)c2ccc3c4ccccc4ccc3n12	96	95	85	69	82	93	101	130	92
CCc1nc(N)nc(N)c1-c1ccc(Cl)cc1	77	38	64	88	.	49	46	88	91
Carrying on:
SMILES	SNB-75	SF-295	NCI-H23	SNB-19	SF-539	SF-268	U251	A498	CAKI-1
CCOC(=O)N1CCc2c(sc3ncnc(OCc4cn([C@@H]5OC(COC(C)=O)[C@H](OC(C)=O)[C@H](OC(C)=O)C5OC(C)=O)nn4)c23)C1 (stereo not given in full)	93	109	104	99	105	106	95	113	.
Cc1ccc(C(=O)Nc2ccc(CN3CCN(C)CC3)c(C(F)(F)F)c2)cc1C#Cc1cnc(N)cc1C#N	-81*	-68*	-41*	3.2*	-95*	-15*	-74*	-37*	-48*
O=S(=O)(NCCCNc1nccc(-c2c(-c3ccc(F)c(O)c3)nc3sccn23)n1)c1ccccc1	105	93	58	104	88	74	90	104	56
COc1cc(/C=N/C2=NNC(C)(c3ccccc3O)N2C(Cc2c[nH]c3ccccc23)C(=O)O)ccc1O (stereo not given)	89	103	84	93	91	94	93	79	92
CCN(CC)CCNc1ccc(CO)c(Cl)c1	86	102	108	112	112	106	105	108	106
CC1=CCC[C@@H]2C1(C)CC[C@H](C)[C@@]2(C)CC1=CC(=O)C(SC(C)(C)C)=CC1=O (stereo not given in full)	77	85	81	94	90	85	85	89	78
O=c1n(C2OC(CO)C(O)C2O)ccc2nccn12 (stereo not given)	95	108	113	114	112	107	99	96	102
O=C(NN1C(=O)c2ccccc2C1=O)c1ccc2nc(-c3ccc(Cl)cc3)[nH]c2c1	76	83	90	.	87	98	102	104	85
CCOP(C)(=O)/C(Cc1ccc(OC)c(OC)c1)=N\O (stereo not given)	89	100	97	105	100	102	107	104	103
COc1ccc(/C(=C\c2ccc3c(c2)OCO3)C(=O)Nc2nc3ccc(F)cc3s2)cc1OC	91	.	93	109	96	98	96	98	87
